# BaF3 parental: counter-screen for JAK2V617F inhibitors: parental Ba/F3 viability inhibitors. CellTiter-Glo ATP luminescence. inhibition, % at 5.6 µM. actives 1.1% (n = 220,000). AID 1486;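 active = inhibition above a per-campaign cutoff, the mean inhibition of all tested compounds plus 3 SD, cut at about 27% in these data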;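 also: 0% = DMSO wells and 100% = JAK Inhibitor I control wells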
# EP2 modulator: modulates human prostaglandin E2 receptor EP2 signaling | P43116 | EP2-expressing cells, cAMP HTRF FRET, PGE2 co-stimulation | induction, % at 25 µM | actives 0.83% (n = 260,000) | AID 940;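 active = compounds whose cAMP rise, as percent of the full-agonist control response, exceeds 60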;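 also: rat C6 glioma line stably carrying human EP2 under a CMV promoter; the protocol text gives 20 µM as final concentration; 100% = response of wells given 1 µM PGE2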
# Target sequence (P43116 whole entry, looked up): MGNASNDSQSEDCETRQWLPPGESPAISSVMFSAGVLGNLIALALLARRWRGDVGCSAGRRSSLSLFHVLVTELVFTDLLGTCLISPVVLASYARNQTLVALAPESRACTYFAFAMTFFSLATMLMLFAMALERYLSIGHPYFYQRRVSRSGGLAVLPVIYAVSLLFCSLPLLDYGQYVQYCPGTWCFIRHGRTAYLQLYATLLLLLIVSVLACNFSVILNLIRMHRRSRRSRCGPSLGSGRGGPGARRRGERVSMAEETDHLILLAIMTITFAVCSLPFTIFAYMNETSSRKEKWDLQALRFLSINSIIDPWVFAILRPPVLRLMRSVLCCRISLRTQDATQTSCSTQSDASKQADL
# S1P4 agonist: agonists of human S1P4 receptor; S1P4-expressing cell line, agonist reporter assay; O95977; activation, % at 4.98 µM; actives 0.35% (n = 220,000); in the data active = activation above about 11%;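 also: 0% = DMSO vehicle and 100% = reference agonist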
# Target sequence (O95977 whole entry, looked up): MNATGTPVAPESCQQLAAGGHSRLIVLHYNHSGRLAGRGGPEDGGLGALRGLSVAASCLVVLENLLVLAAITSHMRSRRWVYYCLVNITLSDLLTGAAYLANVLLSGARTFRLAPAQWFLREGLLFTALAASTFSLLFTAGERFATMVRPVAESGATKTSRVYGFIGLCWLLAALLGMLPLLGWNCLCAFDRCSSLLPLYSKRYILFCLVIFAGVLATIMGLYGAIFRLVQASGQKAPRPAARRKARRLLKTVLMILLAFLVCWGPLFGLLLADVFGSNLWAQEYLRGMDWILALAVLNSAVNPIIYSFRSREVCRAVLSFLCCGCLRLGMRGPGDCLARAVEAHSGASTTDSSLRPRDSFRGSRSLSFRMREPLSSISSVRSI
# Calpain2 inh: calpain II (pig) inhibition | inhibition, % at 16 µM | actives 0.37% (n = 220,000) | AID 1236 | purified calpain II, fluorogenic peptide substrate, 30 min;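 active = inhibition above about 50%, limit read from the data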
# TRPN1 ag: agonists of zebrafish TRPN1 channel; HEK293 zebrafish TRPN1-YFP, Fluo-8 calcium fluorescence; 100% = response to 87 µM carbachol; activation, % at 3 µM; actives 0.18% (n = 220,000); AID 1424;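 active = activation above its plate's cutoff, the mean activation of test wells on that plate plus 3 SD, cut at about 19% in these data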;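 also: 0% = DMSO alone and 100% = 87 µM carbachol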
#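 Material – zebrafish TRPN1-YFP in HEK293 cells · Doses – 3 µM single point · Schedule – dye 1 h 37 °C plus 30 min RT · Signal – Fluo-8 calcium fluorescence, excitation 470-495 nm, emission 515-575 nm · Read-out – % activation versus carbachol response · Control set – carbachol high, DMSO low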
# Ba/F3 V617F tox: reduce viability of Ba/F3 cells dependent on JAK2V617F. Ba/F3 EpoR-JAK2V617F viability, ATP luminescence. inhibition, % at 5.6 µM. actives 1.1% (n = 220,000). AID 1446;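 active = inhibition above the campaign mean plus 3 SD over all tested compounds, cut at about 24% in these data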;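 also: cytokine-independent growth of Ba/F3 cells driven by EpoR plus mutant JAK2; 0% = DMSO-treated cells and 100% = JAK inhibitor I control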
# TRPML3 agonist: agonists of human TRPML3 channel; Q8TDD5; HEK293 TRPML3-YFP, Fluo-8 calcium fluorescence; 100% = the carbachol control signal; activation, % at 3 µM; actives 0.29% (n = 220,000); AID 1448;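 active = activation above its plate's cutoff, the mean activation of the plate's test wells plus 3 SD, cut at about 12% in these data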;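 also: 0% = DMSO only wells and 100% = carbachol wells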
#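 system = HEK293 cells stably carrying human TRPML3-YFP | doses = one concentration, 3 µM nominal, 0.3% DMSO | timing = dye loading 1 h 37 °C then 30 min ambient, 125 s read | detection = Fluo-8 calcium dye fluorescence, ex 470-495, em 515-575 nm | benchmarks = high control carbachol 87 µM, low control DMSO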
# PERK inh: blocks human PERK kinase. Q9NZJ5. CHO PERK-DD fusion, SEAP luminescence translation reporter. inhibition, % at 5.6 µM. actives 0.17% (n = 220,000);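 active = inhibition above the mean inhibition of all tested compounds plus 3 SD, set separately per screening campaign, cut at about 2.9% in these data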;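 also: PERK kinase domain activated by AP20187 dimerizer at 100 nM; 0% = DMSO with dimerizer and 100% = rapamycin at 8.4 µM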
# S1P4 antagonist: antagonists of human S1P4 receptor | actives 0.26% (n = 220,000) | O95977 | inhibition, % at 4.98 µM | S1P4-expressing cells, antagonist mode, reporter read-out; in the data active = inhibition above about 29%;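 also: 0% = wells stimulated with agonist and 100% = vehicle wells without agonist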
# An asterisk follows results filed as active; · = not tested or not shown; & = joins results of further samples.
SMILES,BaF3 parental,EP2 modulator,S1P4 agonist,Calpain2 inh,TRPN1 ag,Ba/F3 V617F tox,TRPML3 agonist,PERK inh,S1P4 antagonist
O=C(NCCCn1ccnc1)c1ccc(S(=O)(=O)N2CCOCC2)cc1,7.0,-2.0,-0.1,-13.7,-0.3,2.6,1.1,0.8,12.4
Cc1ccccc1OCCSc1nc(N(C)C)nc(N(C)C)n1,4.1,36.3,3.0,-2.4,-0.2,-1.6,0.6,0.0,-18.4
O=C(NC(NC(=S)Nc1c(Cl)cc(Cl)cc1Cl)C(Cl)(Cl)Cl)OCc1ccccc1 (centres undefined),-2.7,8.8,0.9,12.8,0.6,-1.8,-0.1,0.2,-14.5
COc1ccccc1NC(=O)c1ccccc1NS(=O)(=O)c1cccs1,1.3,-4.5,2.2,-19.2,1.8,2.4,3.7,0.1,-6.7
CC(C)(C)c1nc(NC(=O)Nc2ccccc2)sc1Br,-4.2,-29.7,0.3,21.2,6.8,-4.0,2.4,2.0,-0.2
O=C1CC(c2ccccc2)CN1C(=O)c1ccccc1 (centres undefined),1.1,23.6,0.1,6.9,-0.5,-1.2,0.3,-0.2,6.9
CCC1Oc2ccc(C)cc2N(CC(=O)NCc2ccccc2OC)C1=O (centres undefined),-0.6,24.4,1.5,9.2,0.2,-3.8,0.3,0.6,-27.6
COc1ccc(NC(=S)NC23CN4CN(CN(C4)C2)C3)cc1,2.1,-1.6,0.9,-7.8,0.1,-2.1,0.7,1.0,-12.9
CCOc1nc(S(=O)(=O)c2ccc(C)cc2)c(Cl)s1,3.8,32.9,-0.2,16.4,-2.7,3.6,-1.6,0.2,8.8
Cn1c(=O)c2c(nc(CN3CCOCC3)n2CCN2CCOCC2)n(C)c1=O,-0.3,-1.1,-1.5,9.2,0.4,-1.9,1.1,0.8,3.5
CCOC(=O)c1sc(=S)n(-c2ccc(F)c(F)c2)c1N,1.9,11.2,0.8,-27.8,-0.1,0.7,0.6,0.4,-5.6
CCN(CCCNC(=O)CCCN1C(=O)COc2ccc(C)cc21)c1cccc(C)c1,8.9,-31.9,0.8,28.8,-0.3,3.1,-1.8,-0.7,7.3
C[C@H](CS)C(=O)N1CCC[C@H]1C(=O)O,9.2,27.7&0.2&-9.3,2.1,5.2,-0.5,-0.1,1.3,1.4,-10.2
COc1cc(-c2nc3ccccn3c2/N=C/c2cc(OC)c(OC)c(OC)c2)ccc1O,7.2,·,-0.7,·,-0.1,-2.2,0.4,0.9,-15.5
Cc1ccc(CN2CCN(C(=O)C3CCC3)CC2)cc1,3.0,13.9,-0.7,-29.8,1.0,-4.0,0.7,2.0,-30.3
Clc1ccc(OCc2nnc(SCCN3CCCCC3)n2Cc2ccco2)cc1,5.3,-2.7&-19.4,-1.1,13.3,-2.5,-4.9,0.5,-0.3,-8.2
CON1C(=O)CN(C(C)=O)C1c1ccc(Cl)cc1Cl (centres undefined),0.5,24.2,-5.7,-20.4,-0.3,-2.3,0.0,0.0,0.5
CC(C)C1=Nc2cccc3cccc(c23)N1,6.2,-6.4,0.5,-14.6,0.4,-2.0,-0.1,0.4,3.9
CCn1c2ccccc2c2cc(NC(=O)CSc3nnc(-c4ccc(OC)c(OC)c4)n3N)ccc21,2.3,-63.5,-1.6,-75.1,-1.2,-2.1,0.1,-0.6,3.2
COc1ccc(CNc2nc(-c3cccnc3)nn2C(=O)c2cccs2)cc1,-1.0,7.2,0.8,-2.5,-0.6,0.9,0.3,-0.7,-21.0
Oc1c(/C=N/Nc2cccc3cccnc23)ccc2ccccc12,5.7,12.5,2.3,-29.7,0.5,-2.4,0.5,0.3,-8.9
CCOC(=O)N1CCC(c2cc(=O)n3[nH]cc(C(=O)OC)c3n2)CC1,0.0,12.8,2.9,8.4,1.1,-4.3,0.1,0.1,-6.6
Cc1cccc(OCC(=O)Nc2ccc(N3CCN(C(=O)c4ccco4)CC3)cc2)c1,8.4,-160.7&-21.9,-1.2,-111.3,6.5,-1.1,2.9,1.1,-8.5
CN1CCN(CCCN(Cc2ccco2)C(=S)Nc2ccc(Cl)cc2)CC1,29.0*,-15.9,2.3,17.4,0.5,40.4*,0.3,0.7,-2.6
N#Cc1c(N)n(-c2ccccc2N)c2nc3ccccc3nc12,0.9,-28.9,-0.2,-14.0,0.9,-2.9,0.8,0.9,-2.9
SMILES,BaF3 parental,EP2 modulator,S1P4 agonist,Calpain2 inh,TRPN1 ag,Ba/F3 V617F tox,TRPML3 agonist,PERK inh,S1P4 antagonist
COC(=O)c1cc(C#N)c(N2CCOCC2)nc1C,3.4,17.5,-2.3,13.8,0.3,1.6,0.9,1.5,5.2
CC1CCCN(C(=O)CCc2ccccc2)C1 (centres undefined),4.0,10.9,2.6,15.7,-1.8,-1.2,0.5,1.1,-3.3
O=C(Nc1cccnc1)c1ccc(NS(=O)(=O)c2cc([N+](=O)[O-])ccc2Cl)cc1,1.9,-15.7,-0.2,0.8,1.1,1.7,0.8,1.9,-4.4
Nn1c(SCc2ccc(F)cc2)nnc1-c1ccccn1,-1.9,10.7,0.8,-6.7,3.1,-3.5,1.0,1.3,-0.2
COC(=O)c1cc(OC)c(OC)cc1NC(=O)c1cccc(OC)c1OC,-1.4,34.6,4.7,4.6,-1.8,-3.6,-1.1,-1.0,-14.7
CCOC(=O)CCC(=O)O[C@H]1[C@H](O[C@@H]2[C@@H](C)[C@H](O[C@H]3C[C@@](C)(OC)[C@@H](O)[C@H](C)O3)[C@@H](C)C(=O)O[C@H](CC)[C@@](C)(O)[C@H](O)[C@@H](C)C(=O)[C@H](C)C[C@@]2(C)O)O[C@H](C)C[C@@H]1N(C)C,7.7,8.0&6.9,2.2,-9.7,0.6,-2.7,-0.1,-0.7,-19.9
O=C(Nc1nc2ccccc2s1)c1ccccc1,0.5,-8.4,1.2,-8.4,0.4,0.0,1.0,-0.4,-2.9
CCCN(CCC)C(=O)Cc1coc2ccc3ccccc3c12,2.6,5.3,-2.8,6.8,-1.7,-2.7,0.4,-0.5,-5.5
CCC(=O)c1ccc(N2CCCCCC2)c(F)c1,3.2,3.6,0.7,20.6,0.0,0.5,0.3,0.5,-17.9
O=C(Nc1ncc(C(F)(F)F)cc1Cl)c1ccc(S(=O)(=O)N2CCOCC2)cc1,1.3,13.5,-1.2,-23.9,0.9,-1.8,0.3,1.0,-1.6
C[N+](C)(CC#Cc1ccccc1)CC(=O)c1ccc(Cl)cc1,2.7,12.8,1.1,-8.3,-1.7,-0.9,0.3,0.2,0.9
C=CCOc1c(Br)cc(CNc2ccc3[nH]c(=O)[nH]c3c2)cc1OCC,8.1,9.0,0.7,-31.1,-0.4,32.0*,0.4,-0.4,-16.6
COc1ccc(NC(=O)C2CCN(S(=O)(=O)c3ccc(OC)c(OC)c3)CC2)cc1,3.4,-5.1,-1.6,-13.5,-1.0,-1.6,0.9,0.6,7.0
CCc1nnc(NC(=O)c2oc3cc(C)c(C)cc3c2C)s1,8.1,17.0,0.2,-19.5,1.3,1.0,0.9,1.6,-10.4
Cc1ccc(CNC(=O)CCCCn2c(=O)[nH]c3ccsc3c2=O)cc1,2.1,-16.0,0.1,-6.2,0.8,-1.6,0.3,-0.1,-24.1
N#Cc1c(-c2ccc(F)cc2)cc(-c2ccccc2)nc1SCC(=O)NCC(=O)O,5.5,-16.9,1.0,24.1,-0.7,-4.7,0.6,0.8,5.1
COc1cc(OC)nc(S(C)(=O)=O)n1,-0.8,7.4,-0.1,3.5,-0.1,-3.6,0.7,0.6,-6.2
CC1=NNC(=O)C1C(c1ccccc1)C1C(=O)NN=C1C (centres undefined),3.7,13.7,-0.6,-6.6,0.6,-2.7,0.9,-0.2,-4.7
CC(Oc1ccc(Cl)cc1Cl)C(=O)/C=C/N(C)C (centres undefined),6.7,15.1,-4.2,21.4,0.6,2.1,-0.7,0.6,0.9
CN(NC(=O)CN1C(=O)c2ccccc2C1=O)C1=NS(=O)(=O)c2ccccc21,1.6,5.4,-2.4,32.8,0.1,1.9,0.6,0.0,-0.1
CCOc1ccc(NC(=O)c2ccccc2NC(=O)CN2CCN(C(C)=O)CC2)cc1,2.6,4.8,2.0,4.3,1.6,-2.1,0.1,-0.5,-21.6
COc1ccccc1/C=C\C(=O)NCC(=O)N/N=C(\C)Cc1ccccc1,2.7,-22.8,0.1,-17.0,-1.3,-0.6,0.0,-0.5,11.5
COc1ccc(S(=O)(=O)N2CCOCC2)cc1NC(=O)CN1CCC(Cc2ccccc2)CC1,7.3,31.6,-0.6,40.9,-1.1,5.0,-0.5,-1.1,-14.7
O=c1cc(N2CCc3ccccc32)[nH]c(=O)n1-c1ccc(Br)cc1,5.1,6.7,2.5,2.1,0.4,-2.0,0.7,0.5,-9.6
O=C(COC(=O)c1ccccc1C(=O)N1CCN(c2ccc(F)cc2)CC1)NCc1ccccc1,5.9,8.2,1.0,2.1,2.3,0.5,0.8,-1.2,7.1
SMILES,BaF3 parental,EP2 modulator,S1P4 agonist,Calpain2 inh,TRPN1 ag,Ba/F3 V617F tox,TRPML3 agonist,PERK inh,S1P4 antagonist
COc1ccc(NC(=O)c2noc(C(C)C)c2[N+](=O)[O-])cc1,11.5,-34.8,-1.4,53.1*,-0.1,1.3,-1.3,1.9,-4.8
Cc1cc2occ(CC(=O)NCc3cccs3)c2cc1C(C)C,7.8,6.6,1.0,16.3,-1.7,-2.4,-0.3,0.3,-7.1
O=C(Nc1ccc(S(=O)(=O)Nc2ncccn2)cc1)c1ccccc1NS(=O)(=O)c1ccc(F)cc1,3.0,18.5,1.9,-114.8,0.8,-0.8,1.1,0.3,2.5
CCC(CC)C(=O)c1c[nH]c(C(=O)O)c1,0.8,1.4,0.4,6.4,1.6,3.5,0.7,-1.0,-5.9
O=c1c2ccccc2nc2n1C(CSc1ccc(Cl)cc1)CN2 (centres undefined),11.7,6.1,-1.1,21.6,0.3,-0.3,-0.1,1.4,-8.9
COc1ccccc1-c1ccc(=O)n(CC(=O)NCc2ccc3c(c2)OCO3)n1,3.6,9.9,0.1,-14.5,-0.2,0.9,-0.4,1.1,7.8
C[N+]1(C2CCC3CCCC2C3O)CCCCC1 (centres undefined),0.7,1.3,-1.2,-11.3,-0.5,-4.2,-1.1,1.6,-11.2
CCCCCCC(C)OC(=O)c1ccccc1C(=O)O (centres undefined),-0.7,6.6,-0.8,14.4,0.7,-0.8,0.8,0.8,-4.4
CC(C(=O)Nc1cccc(S(=O)(=O)N2CCOCC2)c1)N1CCN(c2ccc(F)cc2)CC1 (centres undefined),2.2,-44.7,-1.2,-14.0,0.6,0.2,0.9,0.4,4.7
O=C(CSc1nnc(NC(=O)c2ccco2)s1)Nc1ccccc1,2.4,22.1,-1.6,12.0,1.3,-0.7,0.9,0.3,1.0
CCCSc1nc2c(cnn2-c2ccc(C)cc2)c(=O)[nH]1,-2.6,7.1,2.7,35.7,0.1,-3.4,0.7,0.4,0.3
Cc1[nH]n(-c2ccccc2)c(=O)c1/C=C1/C=c2ccccc2=N1,4.0,-17.9,1.0,-4.6,-0.5,0.6,-0.3,0.5,-2.9

# Screens deposited in PubChem by several laboratories.
